GPR7 antagonist – human neuropeptides B/W receptor 1 antagonism; P48145; GPR7-expressing cells, fluorescence antagonist assay; inhibition, % at 4.4 µM; hit rate 1.1% among 290,000; in the data active = inhibition above about 16%, passing the limit was not always enough;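 also: cells stimulated with the agonist NPW; 0% = agonist with vehicle and 100% = vehicle without agonist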
Target sequence (P48145 whole entry, looked up): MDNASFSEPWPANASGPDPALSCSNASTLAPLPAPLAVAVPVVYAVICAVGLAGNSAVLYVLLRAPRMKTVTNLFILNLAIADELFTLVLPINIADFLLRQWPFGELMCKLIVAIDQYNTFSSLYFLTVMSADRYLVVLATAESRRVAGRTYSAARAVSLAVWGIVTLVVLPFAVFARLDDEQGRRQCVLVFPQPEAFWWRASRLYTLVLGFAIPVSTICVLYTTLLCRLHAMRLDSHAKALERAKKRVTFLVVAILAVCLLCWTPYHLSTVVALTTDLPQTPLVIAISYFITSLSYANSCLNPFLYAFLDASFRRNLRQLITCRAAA
GalR3 antag – blocks the human galanin receptor 3; HEK293 GalR3-CNG cAMP membrane potential fluorescence; galR3 body fused to GalR1 C-terminus; inhibition, % at 3 µM; hit rate 0.44% among 360,000; AID 651719;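 active = inhibition above the screen-wide average plus 3 SD, cut at about 13% in these data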;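 also: forskolin and galanin both at EC90 stimulate the cells; cAMP rise reported by CNG channel membrane potential dye signal; 0% = forskolin plus galanin with DMSO and 100% = forskolin alone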
OXTR ag – activates the human oxytocin receptor; activation, % at 3 µM; hit rate 0.32% among 320,000; CHO-OTR cells, Fluo-8 calcium fluorescence; normalized: DMSO 0%, oxytocin 100%;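 active = activation above the mean of all tested compounds plus 3 SD, cutoff set per screening run, cut at about 20% in these data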;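 also: peak over basal fluorescence ratio from a 100 s FLIPR kinetic read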
IMP-1 inhibitor – inhibitors of Pseudomonas aeruginosa IMP-1 metallo-beta-lactamase | inhibition, % at 5.6 µM | purified IMP-1, nitrocefin hydrolysis, epi-absorbance fluorescence | hit rate 0.45% among 290,000;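 active = inhibition above the mean plus 3 SD of all compounds in the same screening run, cut at about 4.5% in these data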;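 also: 0% = IMP-1 with DMSO and 100% = DMSO wells lacking enzyme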
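System: purified recombinant IMP-1 beta-lactamase. Medium: Zinc- and detergent-supplemented HEPES buffer, pH 7.1. Compound: one 5.6 µM dose […]. Schedule: 15 min preincubation plus 25 min reaction at 25 °C. Technique: Epi-absorbance fluorescence, 480 nm excitation, 530 nm emission.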
PHOSPHO1 inh – blocks human PHOSPHO1 phosphatase activity. Q8TCT1. recombinant PHOSPHO1, absorbance phosphatase assay. inhibition, % at 13.3 µM. hit rate 1.1% among 290,000. AID 1565; in the data active = inhibition above about 60%
Target sequence (Q8TCT1 whole entry, looked up): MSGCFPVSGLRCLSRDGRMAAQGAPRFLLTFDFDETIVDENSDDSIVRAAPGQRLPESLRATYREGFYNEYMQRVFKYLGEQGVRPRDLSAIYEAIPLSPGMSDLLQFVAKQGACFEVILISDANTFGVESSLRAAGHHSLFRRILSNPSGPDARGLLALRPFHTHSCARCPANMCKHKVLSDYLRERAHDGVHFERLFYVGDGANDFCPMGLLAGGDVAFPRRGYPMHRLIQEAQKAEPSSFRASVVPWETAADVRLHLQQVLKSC
V1R ag counter – activates human V1a receptor in oxytocin agonist counter-screen. P37288. CHO-V1R cells, Fluo-8 calcium fluorescence, agonist mode; 0% DMSO, 100% 3 nM vasopressin. activation, % at 3 µM. hit rate 0.25% among 320,000;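 active = activation above the mean activation of all tested compounds plus 3 SD, per screening run, cut at about 20% in these data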;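 also: signal is peak over basal fluorescence ratio across a 100 second FLIPR read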
Target sequence (P37288 whole entry, looked up): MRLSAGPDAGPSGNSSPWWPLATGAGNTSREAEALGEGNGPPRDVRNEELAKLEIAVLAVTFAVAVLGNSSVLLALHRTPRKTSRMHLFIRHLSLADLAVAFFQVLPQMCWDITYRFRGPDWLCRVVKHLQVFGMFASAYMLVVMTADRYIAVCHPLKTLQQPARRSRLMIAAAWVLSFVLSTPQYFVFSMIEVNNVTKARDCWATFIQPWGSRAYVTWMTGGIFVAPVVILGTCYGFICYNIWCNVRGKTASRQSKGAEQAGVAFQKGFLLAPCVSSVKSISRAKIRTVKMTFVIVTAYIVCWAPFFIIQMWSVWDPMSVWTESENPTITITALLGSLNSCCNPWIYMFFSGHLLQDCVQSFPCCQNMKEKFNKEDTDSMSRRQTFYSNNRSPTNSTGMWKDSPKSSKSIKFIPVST
HCV NS3 hel inh – HCV NS3 helicase inhibition; NS3 helicase DNA unwinding, Cy5 molecular beacon fluorescence; inhibition, % at 10.9 µM; hit rate 0.56% among 290,000; AID 1800;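 active = inhibition above the mean of all tested compounds plus 3 SD, set per campaign, cut at about 35% in these data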;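 also: 0% = DMSO wells and 100% = thioflavine S control wells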
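Measured by: Cy5 fluorescence, 0 and 60 min reads / Assay system: NS3 helicase fragment of HCV / Control set: low DMSO, high thioflavine S at 110 µM / Times: 1 h reaction at 25 °C, ATP-initiated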
VIM-2 inhibitor – blocks Pseudomonas aeruginosa VIM-2 metallo-beta-lactamase; purified VIM-2, nitrocefin hydrolysis, epi-absorbance fluorescence; inhibition, % at 5.6 µM; hit rate 0.89% among 290,000;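 active = inhibition above the mean of all tested compounds plus 3 SD, cutoff set per screening run, cut at about 7.5% in these data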;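 also: red hydrolysis product quenches plate fluorescence so inhibitors raise well fluorescence; 0% = enzyme with DMSO and 100% = DMSO without enzyme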
DNA FID counter – displaces DNA intercalator in HCV helicase counter-screen | DNA fluorescent intercalator displacement, fluorescence | inhibition, % at 7.9 µM | hit rate 0.17% among 290,000 | AID 1845; in the data active = inhibition above about 37%;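 also: 0% = vehicle and 100% = reference compound; higher means more ethidium bromide displaced from hairpin DNA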
Active calls of the source: *; nt = not tested or not shown.

#1 CC(C)Oc1ccc(CNCCC2(C(C)C)CCOC(C)(C)C2)cc1 (stereo unspecified)
#2 CCN1CCCC1CNC(=O)c1ccc(N2CCOCC2)c(NS(=O)(=O)c2ccc(OC)cc2)c1 (stereo unspecified)
#3 Cc1onc(-c2c(F)cccc2Cl)c1C(=O)NC(=S)NC1CCSC1=O (stereo unspecified)
#4 COc1cnn(Cc2ccccc2)c(=O)c1SCc1ccccc1
#5 CCOC(=O)c1nnn(-c2nonc2OC)c1-c1ccccc1
compound no.	1	2	3	4	5
GalR3 antag	-4	-8	2	-10	-3
OXTR ag	0.3	-1.4	-1.9	-2.2	-2.1
GPR7 antagonist	2	-11	-9	-2	-9
V1R ag counter	-0.5	1.5	-0.6	-0.3	-0.8
DNA FID counter	15	3	-22	-15	-7
PHOSPHO1 inh	-5	-7	-14	5	22
HCV NS3 hel inh	-4	2	20	1	5
VIM-2 inhibitor	-1.1	-2.1	-1.2	-4.4	-1.8
IMP-1 inhibitor	-6.8	-4.6	-2.4	-0.9	-3.1

#6 Cc1cc(C=O)c(C)n1-c1ccc(N2CCCC2)c([N+](=O)[O-])c1
#7 CC1(C)C2CCC1(CS(=O)(=O)NCc1ccc(Cl)cc1Cl)C(=O)C2 (stereo unspecified)
#8 CC(=O)N1CCN(C(=O)c2cc(S(=O)(=O)NCc3ccccc3)ccc2C)CC1
#9 O=C(NC(=S)NC(CO)c1ccccc1)c1ccc(F)cc1 (stereo unspecified)
#10 COc1cc(/C=N/NC(=O)Cc2c[nH]c3ccccc23)cc(OC)c1OC
compound no.	6	7	8	9	10
GalR3 antag	1	-7	-2	-6	-1
OXTR ag	1.0	-2.2	-0.8	1.0	0.8
GPR7 antagonist	-9	-6	-12	-3	-4
V1R ag counter	2.4	2.8	-0.2	0.6	0.9
DNA FID counter	3	-36	-10	-12	-11
PHOSPHO1 inh	2	19	14	nt	40
HCV NS3 hel inh	2	1	14	-3	-10
VIM-2 inhibitor	-0.7	-2.9	-0.9	-1.0	-1.6
IMP-1 inhibitor	-2.8	-3.6	-2.1	0.1	-2.8

#11 COC(=O)c1c(NC(=O)C(C)C)sc2c1CCN(Cc1ccccc1)C2
#12 NS(=O)(=O)c1ccc(CCNC(=O)c2cc3ccccc3oc2=O)cc1
#13 O=C(CSc1ccccc1C(=O)O)Nc1cccc(C(=O)O)c1
#14 Cc1cccc(-c2nnc(SCCOc3ccc4c(C)cc(=O)oc4c3)o2)c1
#15 Cc1ccc(C2=NS(=O)(=O)N(C)C(C(=O)NC3CCCC3)=C2)cc1
compound no.	11	12	13	14	15
GalR3 antag	nt	-9	-3	2	nt
OXTR ag	-1.2	1.9	0.2	-0.1	0.8
GPR7 antagonist	-21	-8	2	15	-1
V1R ag counter	-0.4	1.7	-0.1	0.5	5.1
DNA FID counter	-10	-4	4	-7	-17
PHOSPHO1 inh	2	-2	20	12	7
HCV NS3 hel inh	-5	-3	-6	17	19
VIM-2 inhibitor	0.1	-0.2	0.3	1.1	-1.5
IMP-1 inhibitor	-2.9	-0.8	-1.1	1.0	-4.2

#16 CC(C)c1nc2sc3c(=O)n(N)cnc3c2c2c1COC(C)(C)C2
#17 O=S(=O)(c1ccc(F)cc1)N1CCN(c2ncccn2)CC1
#18 O=c1[nH]cnc2c1c(-c1ccccc1)cn2-c1ccccc1
#19 Cc1nc(SCC(=O)NC(=O)NCc2ccco2)nc(C)c1C
#20 Cc1c(C(c2ccc(O)cc2)c2c(C)n(C)n(-c3ccccc3)c2=O)c(=O)n(-c2ccccc2)n1C
compound no.	16	17	18	19	20
GalR3 antag	3	-3	-5	-5	-1
OXTR ag	-1.0	1.1	-2.2	0.7	16
GPR7 antagonist	-1	-20	2	-9	14
V1R ag counter	-0.3	0.7	-1.4	1.6	0.8
DNA FID counter	-2	-3	-31	-3	-25
PHOSPHO1 inh	-1	48	7	-1	2
HCV NS3 hel inh	-1	-5	11	1	4
VIM-2 inhibitor	-0.6	-1.4	0.9	0.8	-3.3
IMP-1 inhibitor	-2.9	-3.8	-2.5	-2.6	-0.8

#21 CC(NC(=O)c1ccco1)C1CCCO1 (stereo unspecified)
#22 CC(C)COP(=O)(c1ccc(N(C)C)cc1)C(Nc1ccccc1)c1ccccc1 (stereo unspecified)
#23 O=C(C1=C[C@H](c2coc3ccccc3c2=O)C[C@H](OCc2ccc(CO)cc2)O1)N1CCN(Cc2ccccc2)CC1
#24 CC(=O)N1CCN(C(=O)c2ccc3c(c2)OCCO3)CC1
#25 O=C(COc1ccc(Cl)cc1)NNC(=O)c1cccnc1
compound no.	21	22	23	24	25
GalR3 antag	-3	-5	nt	0	-6
OXTR ag	0.2	-1.4	1.6	0.0	1.8
GPR7 antagonist	-3	1	18	-23	1
V1R ag counter	0.1	-1.6	-0.4	0.3	-1.6
DNA FID counter	2	-7	-28	1	4
PHOSPHO1 inh	0	-3	-16	41	37
HCV NS3 hel inh	2	-22	-15	1	-3
VIM-2 inhibitor	-2.8	-2.4	-0.9	-1.1	-1.5
IMP-1 inhibitor	-2.2	-3.3	-0.8	-4.6	-1.6

#26 Cc1ccccc1NC(=O)Cn1cnc2c(oc3nc4c(cc32)COC(C)(C)C4)c1=O
#27 CCN(CC)S(=O)(=O)c1ccc(C(=O)NNC(=O)c2cccs2)cc1
#28 CCOC(=O)C1CCCN(CC(O)COC(c2ccccc2)c2ccccc2)C1 (stereo unspecified)
#29 O=C(NCc1ccccc1)c1c(F)c(F)c(F)c(F)c1F
#30 CCOc1ccc(C(=O)n2cc(C(=O)OC)c3ccccc32)cc1OCC
compound no.	26	27	28	29	30
GalR3 antag	-3	2	-10	1	-8
OXTR ag	-1.0	1.0	2.9	-1.5	-1.0
GPR7 antagonist	3	-12	6	3	-19
V1R ag counter	-0.4	1.4	2.3	-1.7	-0.2
DNA FID counter	-6	-3	5	-1	-16
PHOSPHO1 inh	14	-10	24	-12	52
HCV NS3 hel inh	-5	10	-2	0	-9
VIM-2 inhibitor	-1.7	-1.5	0.2	-1.5	0.2
IMP-1 inhibitor	-2.1	-3.8	-1.6	-0.4	-2.1

#31 Oc1cc(O)c2c(c1)O[C@H](c1ccc(O)c(O)c1)[C@@H](O)C2
#32 O=C(CCc1nc2ccccc2s1)c1ccccc1
#33 O=C(CCSCc1cccc(Cl)c1)NC1CCCC1
#34 COC(=O)CSc1nnc(CNC(=O)c2ccccc2F)n1-c1ccccc1
#35 O=C(NCc1ccco1)/C(=C/c1cccc([N+](=O)[O-])c1)NC(=O)c1ccco1
compound no.	31	32	33	34	35
GalR3 antag	-3	-11	1	1	-3
OXTR ag	-0.2	-2.4	-1.6	0.1	-0.3
GPR7 antagonist	nt	-9	-4	-3	-5
V1R ag counter	0.0	0.7	0.6	1.0	0.0
DNA FID counter	nt	-5	-8	-9	-3
PHOSPHO1 inh	13	-9	4	13	18
HCV NS3 hel inh	nt	10	2	11	-16
VIM-2 inhibitor	nt	-5.5	-1.8	-3.4	0.6
IMP-1 inhibitor	nt	-3.9	-2.9	-3.0	-0.8

#36 CC1CCC(C(=O)NC(C(=O)NCCCN2CCOCC2)C(C)C)CC1 (stereo unspecified)
#37 CCC1(C(=O)c2ccccc2)C2c3cc(Br)ccc3OC(=O)C21C(=O)N1CCOCC1 (stereo unspecified)
#38 COc1ccc2nc(/C=N/NC(=O)[C@H](CCSC)NC(=O)OC(C)(C)C)ccc2c1
#39 COc1ccc(-c2nnc3ccc(SCC(=O)Nc4cc(C)on4)nn23)cc1OC
#40 CC(C)CCNC(=O)c1ccc2c(c1)ncn2C1CCCCC1
compound no.	36	37	38	39	40
GalR3 antag	-5	0	2	-2	-5
OXTR ag	0.4	-1.1	-0.9	0.6	-0.2
GPR7 antagonist	2	-12	-4	-6	-1
V1R ag counter	-0.4	-0.4	-0.5	0.3	-0.3
DNA FID counter	1	-40	-37	-19	-19
PHOSPHO1 inh	26	52	2	-11	0
HCV NS3 hel inh	-3	20	-10	6	-4
VIM-2 inhibitor	0.2	1.5	0.8	-1.7	-3.6
IMP-1 inhibitor	0.4	-0.8	-0.3	-2.8	-2.6

#41 Cc1nn(C)cc1C1C(C#N)=C(N)N(c2ccc(F)c([N+](=O)[O-])c2)C2=C1C(=O)CCC2 (stereo unspecified)
#42 CCCCOc1ccc(NC(=O)C(=O)NCCC2=CCCCC2)cc1
#43 Cc1nnc2n(-c3ccccc3)c(=O)c3c4c(sc3n12)COC(C)(C)C4
#44 O=C(NNc1nc(-c2ccccc2)cs1)c1ccco1
#45 CCOC(=O)c1ccc(C(=O)NNC(=O)C2C3C=CC(C3)C2C(=O)O)cc1 (stereo unspecified)
compound no.	41	42	43	44	45
GalR3 antag	-4	-3	0	-4	-6
OXTR ag	1.5	0.0	-2.2	-0.6	nt
GPR7 antagonist	2	-5	0	-19	6
V1R ag counter	0.4	2.7	0.1	0.5	nt
DNA FID counter	-3	-1	-6	-7	-26
PHOSPHO1 inh	-11	-52	8	0	-12
HCV NS3 hel inh	7	7	1	20	0
VIM-2 inhibitor	-0.7	0.4	-6.5	-1.1	-0.9
IMP-1 inhibitor	-0.2	1.7	-3.8	-3.1	-3.3

#46 CCC(=O)N1CCc2cc(S(=O)(=O)CCC(=O)N3CCCC(C)C3)ccc21 (stereo unspecified)
#47 CCC(=O)Nc1ccc(S(=O)(=O)Nc2nccs2)cc1
#48 Cc1ccc2c(C)c(C(=O)N3CCC(O)(c4ccccc4)CC3)oc2c1C
#49 COC(=O)C1=C(C)N=c2s/c(=C/c3cccs3)c(=O)n2C1c1ccc(F)cc1 (stereo unspecified)
#50 C/C(=N/NS(=O)(=O)c1ccc(C)cc1C)c1c[nH]c2ccccc12
compound no.	46	47	48	49	50
GalR3 antag	-9	-10	-1	-4	-5
OXTR ag	1.9	1.2	-1.8	-1.6	nt
GPR7 antagonist	-16	-13	-11	-12	-4
V1R ag counter	3.0	1.0	0.3	1.8	nt
DNA FID counter	-27	-2	-32	1	-12
PHOSPHO1 inh	38	8	44	-1	-50
HCV NS3 hel inh	5	-3	-12	-5	-28
VIM-2 inhibitor	-2.5	0.4	-1.8	-0.9	-2.5
IMP-1 inhibitor	-2.4	0.2	-1.9	-2.6	-2.9

#51 Cc1cc(S(=O)(=O)N2CCOCC2)ccc1OCC(=O)Nc1ccc(F)c(Cl)c1
#52 Cc1ccc(CN2CCN(Cc3cccn3-c3ccccn3)CC2CCO)o1 (stereo unspecified)
#53 COc1ccc(N/N=C/c2c(C(=O)O)ccc3ccccc23)cc1
#54 COc1ccc(OC)c(C2CC(=O)N3CN(c4cccc(Cl)c4)CSC3=C2C#N)c1 (stereo unspecified)
#55 Cc1cccc(N2CCN(C(=O)c3ccncc3)CC2)c1C
#56 CNC(=O)CN(c1ccc2c(c1)OCCO2)S(C)(=O)=O
#57 O=C(NCc1ccco1)C1CCCN(S(=O)(=O)c2ccc(-n3cnnn3)cc2)C1 (stereo unspecified)
compound no.	51	52	53	54	55	56	57
GalR3 antag	0	-6	-7	nt	-5	-6	-4
OXTR ag	4.9	0.8	11	-0.8	-0.6	0.1	0.6
GPR7 antagonist	8	-17	3	1	-6	-6	-9
V1R ag counter	6.7	0.8	0.9	0.2	-0.2	-0.4	1.8
DNA FID counter	-18	0	-12	-35	-17	-1	-19
PHOSPHO1 inh	17	32	30	94*	12	8	18
HCV NS3 hel inh	7	10	-8	27	-2	1	5
VIM-2 inhibitor	-0.3	-1.4	-5.3	2.4	0.2	-2.1	-1.3
IMP-1 inhibitor	-2.8	-2.1	-3.4	-0.7	-2.4	-4.8	-4.1

Bioassay records: PubChem, several laboratories
